# High-throughput results as filed in PubChem BioAssay.
# APOBEC3A inh: blocks human APOBEC3A ssDNA deamination; recombinant A3A, FAM/TAMRA ssDNA deamination fluorescence; inhibition, % at 20 µM; hit rate 0.41% among 330,000; AID 493011;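 active = at least 40% inhibition at 20 µM here, with at most 30% in a related deaminase screen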;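 also: plate controls were A3A with DMSO for no effect and wells lacking A3A enzyme for full effect; some results filed as inactive read as strong as hits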
# Target sequence (P31941 whole entry, looked up): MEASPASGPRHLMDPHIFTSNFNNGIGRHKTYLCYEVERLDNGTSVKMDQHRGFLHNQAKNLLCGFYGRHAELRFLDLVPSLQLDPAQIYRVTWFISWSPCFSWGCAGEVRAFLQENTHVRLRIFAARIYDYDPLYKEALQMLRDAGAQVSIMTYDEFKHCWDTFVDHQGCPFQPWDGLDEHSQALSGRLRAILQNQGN
# mIAP block: blocks mouse intestinal alkaline phosphatase; purified mouse IAP, CDP-Star luminescence, 30 min; inhibition, % at 10 µM; hit rate 0.2% among 330,000; AID 2806;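 active = inhibition of at least 40% at 10 µM in the primary screen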;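 also: plate controls were DMSO with enzyme for no effect and no enzyme wells for full effect; values of inactives mirror those of a sister screen read the other way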
# mIAP act: increases mouse intestinal alkaline phosphatase activity | activation factor at 10 µM | hit rate 0.24% among 330,000 | muIAP, CDP-Star luminescence, 30 min; active compounds read high; 1 = vehicle-only enzyme signal, 0 = enzyme-free wells;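 active = activation factor of at least 2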; also: the source names both 10 and 20 µM as test concentration; values of inactives mirror those of a sister screen read the other way
#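 Assay system: mouse IAP enzyme / Compound: DMSO-dissolved test compounds / Timing: 30 min, room temperature / Measured by: luminescence from enzymatic CDP-Star hydrolysis / Control set: DMSO-only wells, enzyme-free buffer wells as negative control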
# hIAP inh: blocks human intestinal alkaline phosphatase. purified IAP, CDP-Star luminescence, 30 min. hit rate 0.12% among 330,000. AID 2544. inhibition, % at 10 µM;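 active = inhibition reaching a set limit with compound at 10 µM in the primary screen, cut at about 35% in these data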;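 also: plate controls were DMSO wells with enzyme for no effect and no-enzyme buffer wells for full effect; values of inactives mirror those of a sister screen read the other way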
# hIAP activ: human IAP activation. purified human IAP, CDP-Star luminescence, 30 min; active compounds read high; 1 = vehicle-only enzyme, 0 = enzyme-free background. activation factor at 10 µM. hit rate 0.16% among 330,000;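 active = activation factor of the enzyme at least 2-fold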; also: the source names both 10 and 20 µM as test concentration; values of inactives mirror those of a sister screen read the other way
# ATG4B inh: inhibitors of human ATG4B cysteine protease; ATG4B cleavage of LC3-PLA2, NBD-HPC fluorescence, 1 h; inhibition, % at 8.33 µM; hit rate 0.51% among 340,000; AID 504462; in the data active = inhibition above about 40%
# Target sequence (Q9Y4P1 whole entry, looked up): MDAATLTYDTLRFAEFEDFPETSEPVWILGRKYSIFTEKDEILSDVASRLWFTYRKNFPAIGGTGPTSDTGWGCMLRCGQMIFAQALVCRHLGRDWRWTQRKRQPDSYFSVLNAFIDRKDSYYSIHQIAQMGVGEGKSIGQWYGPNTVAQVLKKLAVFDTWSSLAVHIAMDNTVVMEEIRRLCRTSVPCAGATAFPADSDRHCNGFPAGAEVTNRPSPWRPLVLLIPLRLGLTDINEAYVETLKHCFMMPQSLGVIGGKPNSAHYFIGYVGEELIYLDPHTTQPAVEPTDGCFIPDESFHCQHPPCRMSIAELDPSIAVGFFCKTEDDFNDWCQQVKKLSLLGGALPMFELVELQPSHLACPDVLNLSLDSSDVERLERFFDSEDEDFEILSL
# A3G deaminase: APOBEC3G (human) deaminase inhibition. inhibition, % at 20 µM. AID 493012. hit rate 0.28% among 330,000. recombinant A3G, ssDNA deamination FAM/TAMRA fluorescence;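 active = inhibition of at least 40% at 20 µM, with no more than 30% in the related APOBEC3A deaminase screen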;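 also: plate controls were DMSO wells with A3G for no effect and wells lacking A3G enzyme for full effect; some compounds called inactive have numbers as strong as hits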
# Target sequence (Q9HC16 whole entry, looked up): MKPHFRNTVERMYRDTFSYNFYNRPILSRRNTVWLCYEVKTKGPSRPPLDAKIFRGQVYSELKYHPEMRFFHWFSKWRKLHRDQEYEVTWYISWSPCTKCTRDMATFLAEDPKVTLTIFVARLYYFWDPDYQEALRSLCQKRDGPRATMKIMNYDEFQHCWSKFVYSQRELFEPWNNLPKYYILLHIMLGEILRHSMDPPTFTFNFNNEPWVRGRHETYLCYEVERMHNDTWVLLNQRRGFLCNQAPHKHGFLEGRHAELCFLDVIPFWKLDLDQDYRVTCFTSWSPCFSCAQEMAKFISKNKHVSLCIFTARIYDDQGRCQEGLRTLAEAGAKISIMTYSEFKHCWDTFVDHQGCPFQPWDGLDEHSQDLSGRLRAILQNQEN
# MIN6 prolif: MIN6 beta-cell proliferation induction. MIN6 cells proliferation, ATPlite luminescence, 48 h; cells starved in 0.2% serum; 100% = growth in 10% serum. proliferation, % at 10 µM. hit rate 0.29% among 330,000. AID 2380;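 active = compounds whose signal lies at least 3.5 SD above the mean of all wells on their plate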;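 also: 0% = DMSO-treated cells in low-serum medium and 100% = 10% serum control; some compounds called inactive have numbers as strong as hits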
# MPTP block: inhibitors of mitochondrial permeability transition pore; isolated mouse mitochondria, Ca2+ swelling absorbance, 30 min; inhibition, % at 10 µM; hit rate 1.4% among 360,000; AID 602449;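 active = inhibition of 50% or more, scaled per plate between neutral and stimulator controls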;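 also: 0% = DMSO wells given calcium and 100% = 1 mM EGTA wells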
# * marks the source's active call; other numbers are inactive results; & = joins results of further samples.
compound	mIAP block	A3G deaminase	ATG4B inh	MIN6 prolif	hIAP activ	MPTP block	hIAP inh	mIAP act	APOBEC3A inh
CC(C)N(Cc1nccn1C)C(=O)c1cc(COc2ccc(-n3cncn3)cc2)on1	-8	4	7	1	0.82	2.7	18	1.1	-2
Cc1cc(C)n2nc(C(=O)OCC(=O)N(CC(C)C)C3CCS(=O)(=O)C3)nc2n1 (centres undefined)	-12	-6	0	0	1.1	-1.1	-10	1.1	-3
CCc1ccc(-c2cc(C)no2)cc1S(=O)(=O)NCc1ccccc1OC	-11	-4	-11	-2	0.97	0.1	3	1.1	-1
CCOc1ccc(CCNS(=O)(=O)c2cccc3nsnc23)cc1OCC	8	-5	11	-2	1.1	3.1	-14	0.92	-2
O=C(CCC1=NS(=O)(=O)c2ccccc2N1)NC1CCCCCCC1	-4	1	-5	-2	1	-0.5	-1	1	4
Cc1cccc(N2CCN(C(=O)[C@H](C)N3C(=O)C4CC=CCC4C3=O)CC2)c1C (some centres undefined)	4	1	-4	-3	0.99	-0.6	1	0.96	1
CCOC(=O)N1CCN(Cc2nc(-c3cccs3)no2)CC1	-4	-4	-7	0	1	0.7	-4	1	-2
CCN1C(=O)c2ccc(C(=O)Nc3ncc(C)s3)cc2C1=O	2	-5	-5	1	0.97	0.2	3	0.98	0
O=C(CNC(=O)c1ccccn1)N/N=C/c1ccccc1	5	-3	1	2	1.2	-0.3	-16	0.95	-1
Cc1sc2nc(SCC(N)=O)n(C)c(=O)c2c1C	5	-4	-4	0	0.99	-0.3	1	0.95	0
CC(CCc1ccc(O)cc1)NCc1ccc(Br)cc1 (centres undefined)	-3	10	3	-4	1.1	32	-6	1	-4
NCCCS(=O)(=O)O	-2	-6&-5	-10&2	-7	1.1	0.0&-4.8	-11	1	0&-3
CCCCN(C)CCN1C(=O)C2C(C(=O)Nc3cccc(OC)c3)C3C=CC2(O3)C1C(=O)NC1CCCCC1C (centres undefined)	-8	0	-4	0	1.2	1.0	-16	1.1	-4
O=C1Nc2ccccc2C1=Nc1cccc(Cl)c1	2	-9	2	3	0.8	-1.5	20	0.98	-5
Cc1ccc(SCCNC(=S)Nc2ccccc2)cc1	-115	-8	17	-4	1.3	6.2	-27	2.2*	-8
CCSC1(SCC)N=C(N)C2(C#N)C(c3ccccc3)NC(C)=CC12C#N (centres undefined)	2	-8	1	-1	1	3.0	-1	0.98	-7
CCOCC(=O)Nc1ccc(S(=O)(=O)N2CCOCC2)cc1	-7	6	0	0	1	3.5	-2	1.1	7
COC(=O)Cn1cc(C(=O)C(C)(C)C)c2ccccc21	-10	-8	-1	-2	0.98	0.5	2	1.1	-1
O=C(O)c1ccc(S(=O)(=O)c2ccc3c(c2)C(=O)N(c2ccccc2[N+](=O)[O-])C3=O)cc1	-2	-11	-2	2	1.2	-2.2	-20	1	-3
CCn1nc(C(=O)NNC(=O)c2cc(Cl)ccc2OC)c2ccccc2c1=O	5	-5	-8	9	1.3	0.3	-25	0.95	-1
COc1ccc(C(=O)Nc2cccc(C(=O)NCc3ccccc3)c2)cc1	-10	-7	-5	2	0.95	-0.7	4	1.1	-4
O=C(c1ccc(=O)n(Cc2ccc(Cl)c(Cl)c2)c1)N1CCOCC1	3	-7	3	3	0.96	0.2	4	0.97	-3
Cc1cc(=O)n2[nH]c(-c3ccccc3)cc2n1	-8	-2	-8	0	0.98	-1.7	2	1.1	3
Cc1cc(NS(=O)(=O)Cc2ccccc2)no1	9	-3	-12	-4	0.87	-1.4	13	0.91	-1
CC1(C)Cc2ccccc2C(NNC(=O)c2ccccc2)=N1	-8	-2	-1	-2	1.4	-3.1	-38	1.1	5
O=C(CSc1ncccc1C(=O)O)NCc1ccc(F)cc1	0	-9	2	1	0.95	-6.0	5	1	-5
O=C(Nc1ccc(N2CCOCC2)cc1)C1CCN(S(=O)(=O)Cc2ccccc2)CC1	0	4	-4	2	1	-0.5	-3	1	4
CCCn1c2ccccc2c2cnn(CC(=O)NCCCN3C(C)CCCC3C)c(=O)c21 (centres undefined)	-2	10	0	-2	1.3	-0.6	-35	1	3
O=c1sc2ccccc2n1CCCOc1ccccc1	-18	-5	4	-3	1.1	-0.6	-6	1.2	-4
Cc1cccc(C)c1NC(=O)COC(=O)COc1ccc2c(C)cc(=O)oc2c1	6	-5	-15	0	0.94	0.0	6	0.94	2
Cn1ccnc1C(O)c1ccc(OCc2ccccc2)cc1 (centres undefined)	4	-10	8	-5	1.2	31	-16	0.96	-2
CCn1c(C)cc(C(=O)COC(=O)c2cccnc2SC)c1C	0	28	-11	-2	0.94	-0.6	6	1	3
CSCc1nnc(NC(=O)c2ccc(S(=O)(=O)N3CCCCC3C)cc2)o1 (centres undefined)	3	-18	-9	-3	0.95	0.5	5	0.97	-2
O=C(O)CCS(=O)(=O)c1cc(Br)cc2c1N(C(=O)C1CC1)CC2	-8	-6	9	-2	1	-2.6	-3	1.1	1
Cn1c2c(c3ccccc31)CC/C2=N\O	6	2	-14	0	1	-2.4	-4	0.94	5
CCCCn1nnnc1SCC(=O)Nc1cccc(C)n1	10	-2	-5	2	0.99	-1.5	1	0.9	0
CCN(CC)CCCNC(=O)c1csc(Nc2cccc3ccccc23)n1	-9	-3	-7	-3	1.2	0.6	-16	1.1	-4
COc1ccc(Cl)cc1CN1C(=O)NC2(CCCCCC2)C1=O	-7	-5	-12	-3	0.98	1.1	2	1.1	19
CCNC(=S)N(Cc1cc2cc(C)ccc2[nH]c1=O)C1CCCC1	-4	-5	-4	-2	1	-0.5	-1	1	-1
Cc1cc(C)cc(NC(=O)c2c(C)nc3ccccn23)c1	0	-5	9	0	1.1	-1.8	-12	1	-1
COC(=O)c1sc2nc(N)c(C#N)cc2c1N	2	-6	-8	0	0.96	0.7	4	0.98	2
CCCc1cc(C(=O)Nc2cccc(C(C)=O)c2)no1	-8	-2	-2	-4	1.2	-1.0	-18	1.1	4
COc1cc(NC(=O)C2=C(C)OCCS2)c(Cl)cc1C(=O)NCCN1CCN(C)CC1	11	-8	-8	-4	1.2	-0.2	-16	0.89	-7
Cc1ccc2c(CSc3nnc4ccccn34)cc(=O)oc2c1C	-9	-3	-9	0	1.1	1.2	-13	1.1	-1
CSc1nc2ccccc2n1CC(=O)Nc1cc(C(F)(F)F)ccc1N1CCOCC1	-10	-2	-22	-3	1.1	-1.9	-7	1.1	3
CC(C)(C)Nc1c(-c2ccc(O)cc2)nc2ccc(Cl)cn12	19	-10	6	3	0.98	0.9	2	0.81	-2
CCOC(=O)Cn1c(CCC(=O)O)ccc1-c1ccc(F)cc1	10	-6	5	0	1.1	0.4	-5	0.9	-3
Cc1cc(C(=O)c2cnc(/N=C/N(C)C)s2)cc(C)c1O	0	-4	-3	-5	1.1	3.1	-5	1	2
CCC(C)(C)NC(=O)C(c1ccc(C)cc1)N(Cc1ccco1)C(=O)Cn1nnc2ccccc21 (centres undefined)	-12	-6	-2	-3	0.88	1.9	12	1.1	-3
CCOC(=O)c1cnc2c(c(C)nn2CC)c1NCCN1CCOCC1	7	-8	-3	7	1.1	0.9	-6	0.93	1

# (cont.)
compound	mIAP block	A3G deaminase	ATG4B inh	MIN6 prolif	hIAP activ	MPTP block	hIAP inh	mIAP act	APOBEC3A inh
COc1ccc(N2C(=O)CCC(C(=O)N3CCCCCC3)C2c2ccc(OC)c(OC)c2)cc1 (centres undefined)	1	-4	-13	-1	1	0.1	0	0.99	0
C/C(=N\NC(=O)c1ccc(Br)cc1)c1cccnc1	-4	-8	-1	-5	1	-0.9	-4	1	-1
C/C(=N\NC(=O)CC1N=C(Cc2ccccc2)NNC1=O)c1ccccc1 (centres undefined)	1	0	3	1	0.82	-0.2	18	0.99	3
CCN1CCCC1CNS(=O)(=O)c1ccc(Cl)c(C(F)(F)F)c1 (centres undefined)	0	-5	-2	1	0.99	1.1	1	1	-1
CCOC(=O)c1c(N2C(=O)Nc3ccccc3N2O)n[nH]c1-c1cccc(OC)c1	3	-4	8	-3	0.96	-0.8	4	0.97	-1
CN(c1ccccc1C(=O)Nc1cccc([N+](=O)[O-])c1)S(C)(=O)=O	8	3	-11	-3	1	-0.1	-1	0.92	0
CN1CCN(c2ccc(C(F)(F)F)cc2NC(=O)c2ccco2)CC1	6	-8	-12	9	1.1	0.0	-12	0.94	-5
CCOP(C)(=O)C1(C(=O)OCc2ccccc2)CC1 (centres undefined)	13	-5	0	-1	0.95	-0.5	5	0.87	1
CN(C)C(CNC(=O)CCCc1c[nH]c2ccccc12)c1ccco1 (centres undefined)	9	-4	-12	-2	0.96	2.4	4	0.91	-3
Cc1ccc(NC(=S)Nc2ccc(F)cc2)c(C)c1	-7	-6	0	-6	0.98	2.2	2	1.1	-5
CCOC(=O)c1c(/N=C/c2ccc(OC)cc2O)sc2c1CCN(C)C2	23	-6	0	0	0.89	0.8	11	0.77	1
COc1ccc(NC(=O)CN2CCCCC2)cc1S(=O)(=O)N1CCCCC1	12	-2	-10	-1	1	-1.3	-4	0.88	-1
CCOC(=O)CSc1nnc(CNC(=O)c2cccs2)n1-c1cc(OC)ccc1OC	-1	-4	-7	-2	1.1	-1.6	-12	1	-3
O=C(CCC1CCCC1)Nc1ccc(Br)cn1	2	2	-4	0	0.89	0.1	11	0.98	3
CCOc1ccc(C(=O)NCC(=O)OCc2c(F)cccc2Cl)cc1	2	4	5	-2	1.1	-0.3	-11	0.98	2
Cc1ccccc1C(=O)Nc1ccnn1C1CCN(Cc2c(C)n(C)c3ccccc23)CC1	-32	-2	-9	0	0.92	0.5	8	1.3	-2
CN1CCN(c2ccccc2NC(=O)c2ccc(-c3ccc(Cl)cc3Cl)o2)CC1	4	-2	-2	-6	0.8	2.0	20	0.96	-1
O=C(O)c1ccc(CSCc2ccco2)cc1	2	-5	-16	2	0.86	0.5	14	0.98	1
CC(C1CC1)N(C(=O)c1ccccc1O)c1ccccc1 (centres undefined)	-5	1	-13	0	1.2	1.8	-19	1.1	3
Cc1ccc(CN2CCN(CC(=O)NCc3ccc(Cl)cc3)C2=O)cc1	-4	-6	-4	-1	0.94	1.9	6	1	-7
Cc1ccsc1C=Nc1c(C)n(C)n(-c2ccccc2)c1=O	5	-1	18	1	0.97	-1.0	3	0.95	-1
COc1cc(C2/C(=C(\O)c3ccc4c(c3)CC(C)O4)C(=O)C(=O)N2CC2CCCO2)cc(OC)c1OC (centres undefined)	10	-7	0	2	0.99	-1.6	1	0.9	-8
Cc1ccc(CS(=O)(=O)Cc2ccc(C(=O)NC3CCCCCC3)o2)cc1	-6	-3	-8	1	1.4	-0.6	-36	1.1	-3
NS(=O)(=O)Oc1ccccc1	-6	-5	-11	-9	1.1	0.1	-15	1.1	1
CC1CCCC(NC(=O)COC(=O)CCC2CCCC2)C1C (centres undefined)	-11	2	-10	-1	1.1	1.2	-10	1.1	1
O=C(c1ccco1)N(Cc1ccc([N+](=O)[O-])cc1)c1ccc(Cl)cc1	7	-1	24	-3	0.97	2.2	3	0.93	7
Cc1cccc(OCC(=O)Nc2cccc(-c3nnc(-c4ccccc4)o3)c2)c1C	-8	-7	-2	-4	0.99	12	1	1.1	-4
